Screening data: PubChem, NCI
All columns: NCI-60 one-dose screen, growth in % after 48 h at 10 µM unless noted; 100 = growth as untreated, 0 = no growth, -100 = all killed.
UO-31 – UO-31 renal cancer; hit rate 5.2% among 81,000
OVCAR-5 – OVCAR-5 ovarian cancer. hit rate 2.9% among 82,000
SK-OV-3 – SK-OV-3 ovarian cancer cells; hit rate 3.2% among 80,000; AID 1794785
SN12C – SN12C renal cancer cells; hit rate 3.8% among 81,000
IGROV1 – IGROV1 ovarian cancer; hit rate 4.7% among 79,000; AID 1794786
OVCAR-4 – OVCAR-4 ovarian cancer cells; hit rate 3.7% among 80,000
TK-10 – TK-10 renal cancer cells. hit rate 3.9% among 81,000. AID 1794769
786-0 – 786-0 renal cancer cells; hit rate 5.1% among 81,000; AID 1794775
The depositor's hits bear a star; . = not tested or not shown; & = joins results of further samples; [ ] = another dose, or the depositor's remark. How the source made its calls: active means growth percent below 10; inactive means the rest.

Every second line gives: UO-31, OVCAR-5, SK-OV-3, SN12C, IGROV1, OVCAR-4, TK-10, 786-0
C[C@@H](NC(=O)[C@@H](CC(=O)N1CCC(N2CCCCC2)CC1)N1C(=O)[C@@H](N2C(=O)OC[C@@H]2c2ccccc2)[C@H]1/C=C/c1ccccc1)c1ccccc1
  75, 107, 87, 89, 103, 103, 94, 84
COc1cc(C(CC(=O)c2ccccc2)CC(=O)c2ccccc2)ccc1O
  77, 91, 111, 104, 99, 95, 96, 89
Nc1ccc2c(c1)C(=O)C(=O)c1c-2nc2ccccn12
  -41*, -47*, 31, -81*, -40*, -95*, 115, 71
Clc1ccc(C2(C3CCNCC3)CCCO2)cc1 (stereo not given)
  68, 91, 112, 90, 96, ., 98, 100
N=c1c(S(=O)(=O)c2ccccc2)cc2c(=O)n3ccccc3nc2n1Cc1ccccc1
  50, 98, 101, 84, 89, 97, 100, 98
NS(=O)(=O)c1ccc(NC(=O)Nc2nc3ccccc3s2)cc1
  76, 102, 86, 98, 85, 99, 174, 99
CN=NN(C)C(=O)NC
  92[100 µM], 105[100 µM], 103[100 µM], 97[100 µM], 107[100 µM], 106[100 µM], 97[100 µM], 103[100 µM]
COc1cc(-c2c(C#N)c(-c3ccco3)nc3c2c(-c2ccccc2)nn3-c2ccccc2)ccc1O
  74, 90, 86, 82, 88, 81, 96, 74
CCCCCc1ccc(S(=O)(=O)Nc2cc(-c3csc(N)n3)ccc2OC)cc1
  54, 110, 127, 89, 84, 100, 113, 99
COc1cc(CNC(=O)/C=C/c2ccc(OC(C)=O)c(OC)c2)ccc1O
  79, 105, 112, 101, 82, 102, 145, 108
C[C@H]1[C@H](C)CC[C@]2(C(=O)OCCOCCOCC[P+](c3ccccc3)(c3ccccc3)c3ccccc3)CC[C@]3(C)C(=CC[C@@H]4[C@@]5(C)CC[C@H](OC(=O)C(Cl)Cl)C(C)(C)[C@@H]5CC[C@]43C)[C@H]12
  4.0*, 37, -0.5*, -6.8*, 15, 6.7*, 13, -38*
CN(C)c1nc(NCCNS(=O)(=O)c2ccc(C(=O)/C=C/c3ccccc3)cc2)nc(Nc2ccc(F)cc2)n1
  18, 38, 98, -89*, 8.8*, 25, 92, -21*
CC1CCCc2c1nc1nc(SCC(=O)c3ccccc3)nc(N)c1c2-c1ccc(Cl)cc1 (stereo not given)
  77, 103, 95, 89, 102, 81, 89, 91
Cc1cc(SC#N)cc(C)c1O
  95, 105&97, 105&107, 98&95, 97&115, 107&92, 100&103, 104
COC(=O)C(CCC(=O)O)N1C(=O)c2ccccc2C1=O (stereo not given)
  94, 101, 109, 103, 110, 105, 102, 105
Cn1c(SCC(=O)c2ccc(F)cc2)nc2ccccc2c1=O
  74, 105, 96, 91, 89, 79, 120, 97
O=C(Nc1cncnc1Oc1cccc(C(F)(F)F)c1)c1ccccc1
  79, 92, 111, 103, 110, 98, 116, 105
Cc1ccc(C(=O)C(Br)C(Br)c2ccccc2)cc1 (stereo not given)
  67, 102, 114, 86, 63, 72, ., 99
Clc1ccc(NC(Nc2ccc(Cl)cc2)C(Cl)(Cl)Cl)cc1
  75&25, 100&80, 98&100, 111&84, 103&75, 118&82, 92&110, 94&69
FC(F)(F)c1cccc(/C=C/c2nn3c(-c4ccccc4Br)nnc3s2)c1
  81, 104, 129, 94, 103, 112, 131, 97
Cc1ccc(C(C)(C)CC(C)(C)CC(C)(C)C)cc1CSSSSCc1cc(C(C)(C)CC(C)(C)CC(C)(C)C)ccc1C
  87, 109, 105, 97, 100, 114, 108, 113
CNC(=O)c1ccc(Cl)c(Cl)c1
  95, 113, 102, 101, 105, 113, 99, 96
CC1(c2ccc(Cl)cc2)N=C(N)Nc2nc3ccccc3n21 (stereo not given)
  103, 116, 110, 97, 116, 110, 101, .
Cc1ccc(-c2[nH][nH]c(=O)c2-c2nc3ccccc3s2)cc1
  79, 94, 104, 99, 106, 105, 107, 101
O=C1NC(=S)NC(=O)C1CC(=O)n1cnc2ccccc21
  83, 99, 97, 102, 102, 104, 94, 101
CS(=O)(=O)c1ccc(C(=O)N/N=C/c2ccccc2Cl)cc1
  84, 109, 88, 98, 107, 96, 110, 97
Cc1nn(-c2ccccc2)c(N2CCCC2)c1-c1nc2ccc(C(=O)NN)cc2[nH]1
  85, 104, 113, 110, 98, 105, 108, 99
CCCCC/C=N/Nc1ccc([N+](=O)[O-])cc1[N+](=O)[O-]
  57, 113, 96, 91, 85, 96, 91, 93
O=C(O)c1cc(-c2cccs2)c2sc(=O)[nH]c2n1
  81, 104, 95, 89, 93, 106, 102, 106
O=C1CCC(C(=O)N/N=C/c2ccc(CO)o2)N1 (stereo not given)
  93, 104, 105, 95, 108, 95, 107, 105
c1ccc(CNc2ncn[nH]2)cc1
  108, 104, 100, 118, 109, 95, 113, 99
CCN1CCN(c2cc(C)c3cc(NC(=O)c4ccc(OC)c(OC)c4)ccc3n2)CC1
  54, 89, 40, 45, 37, ., 58, 49
COc1cc(NC(=O)c2sc3nc4c(cc3c2N)C(=O)CCC4)cc(OC)c1
  93, 95, 56, 97, 94, 86, 114, 93
CC(C)c1nn(-c2ccccc2)c(N2CCCCC2)c1/C=N/NC(N)=S
  64, 99, 106, 90, 84, 72, 113, 101
COc1ccc(NC(=O)c2ccc(NC3=C(c4ccc(OC)cc4)C(=O)N(C)C3=O)cc2)cc1
  82, 120, 86, 98, 99, 96, 86, 103
COc1ccc2c(c1)NC(=O)Cn1c(=O)cc(C)n1-2
  103, 84, 101, 112, 99, 106, 90, 96
COC(=O)C(N)Cc1c[nH]c2ccccc12 (stereo not given)
  89, 104, 93, 99, 105, 109, 96, 104
CCCCCCCC(CCCCCCC)C(=O)O
  94, 116, 108, 102, 113, 97, 104, 98
Cc1ccccc1NC(=O)N/C(N)=N/c1nc(-c2cccc([N+](=O)[O-])c2)cs1
  58, 76, 57, 55, 37, 56, 101, 72
COc1ccc(-c2nc(S(=O)(=O)c3ccccc3)c(S(=O)CC(=O)N3CCC(C)CC3)o2)cc1 (stereo not given)
  -66*, 48, 92, -33*, 26, 29, 33, 10
Cc1cnc(SCc2ccccc2Cl)nc1SCc1ccccc1Cl
  81, 105, 100, 114, 104, 101, 99, 89
Nc1c(C(=O)Nc2ccncc2)sc2nc3c(cc12)CCCCCCCC3
  -95*, -76*, -92*, -65*, -74*, -85*, -76*, -94*
CN1CCCCC1CCN1C(=O)c2ccccc2C1=O (stereo not given)
  82, 110, 81, 98, 105, 104, 93, 104
O=C(CCCCCCn1cc(-c2ccc(O[C@H]3OC(CO)[C@@H](O)C(O)[C@H]3O)cc2)nn1)NO (stereo not given in full)
  74, 97, 106, 93, 100, 102, 101, 98
O=C(Nc1ccccc1[N+](=O)[O-])c1ccc(Cl)c(Cl)c1
  71, 111, 95, 95, 87, 81, 124, 105
COC(=O)C12C3C(=O)N(Cc4ccc5c(c4)OCO5)C(=O)C3C(c3cn(-c4ccccc4)nc3C)N1[C@H](c1cn(-c3ccccc3)nc1C)[C@@H]1C(=O)N(Cc3ccc4c(c3)OCO4)C(=O)[C@@H]12 (stereo not given in full)
  99, 99, 101, 99, 107, 95, 102, 102
COc1cccc2c1c1nc3cc(C)c(C)cc3nc1n2CCN(C)C
  6.9*, 29, 39, 17, 5.6*, 35, 52, 36
CCOC(=O)[C@H](CCc1ccccc1)N[C@@H](C)C(=O)N1[C@H](C(=O)O)C[C@@H]2CCC[C@@H]21
  81, 90, 101, 108, 108, 102, 110, 111
COC(=O)[C@]12CC[C@@H](C)[C@H](C)[C@@H]1C1=CC[C@@H]3[C@@]4(C)C(C=O)=C[C@@](C)(COC(=O)/C=C/c5ccccc5)C4=CC[C@@]3(C)[C@]1(C)CC2
  76, 86, 70, 84, 88, 74, 91, 91
O=C(O)/C=C/c1cccc(O)c1
  104&93, 80&101, 97&121, 91&99, 99&107, 112&117, 87&99, 95&101
COc1ccc(CC(=O)N2CCN(C(=O)Cc3ccc(OC)c(OC)c3)CC2)cc1OC
  86, 94, 98, 96, 116, 95, 60, .
ONc1nc(NO)nc(N2CCOCC2)n1
  92, 86, 101, 88, 108, 92, 107, 90
CCSc1nc2ccccc2c(=O)n1CCc1ccccc1
  63, 110, 95, 92, 76, 80, 118, 113
CC(=O)Oc1cc([N+](=O)[O-])ccc1C#N
  92, 85, 95, ., 100, 105, 101, 94
Cc1ccc(-c2nc(C#N)c(N(C)CCO)o2)cc1
  89, 100, 102, 97, 109, 95, 73, 92
CCOC(=O)c1c[nH]c(CN)c1C
  93, 96, 92, 99, 102, 98, 91, 96
Cc1cc(S(=O)(=O)O)ccc1O
  86, 113, 94, 114, ., 101, 102, 110
N#CC1C(=O)NN=C(N)C12CCCC2 (stereo not given)
  65, 86, 127, 102, 98, 106, 113, 111
COC(=O)/C=C(\C)Nc1ccc([N+](=O)[O-])cc1
  79, 96, 94, 99, 97, 103, 95, 90
COc1ccccc1-c1ccc2nc(NC(=O)Nc3cc(C(F)(F)F)cc(C(F)(F)F)c3)sc2c1
  13, 20, -13*, 13, 42, 17, 9.1*, 8.8*

Brought forward from above: six entries, followed by the next part.
Every second line gives: UO-31, OVCAR-5, SK-OV-3, SN12C, IGROV1, OVCAR-4, TK-10, 786-0
Cc1ccc(-c2nc(C#N)c(N(C)CCO)o2)cc1
  89, 100, 102, 97, 109, 95, 73, 92
CCOC(=O)c1c[nH]c(CN)c1C
  93, 96, 92, 99, 102, 98, 91, 96
Cc1cc(S(=O)(=O)O)ccc1O
  86, 113, 94, 114, ., 101, 102, 110
N#CC1C(=O)NN=C(N)C12CCCC2 (stereo not given)
  65, 86, 127, 102, 98, 106, 113, 111
COC(=O)/C=C(\C)Nc1ccc([N+](=O)[O-])cc1
  79, 96, 94, 99, 97, 103, 95, 90
COc1ccccc1-c1ccc2nc(NC(=O)Nc3cc(C(F)(F)F)cc(C(F)(F)F)c3)sc2c1
  13, 20, -13*, 13, 42, 17, 9.1*, 8.8*
O=c1cc(O)nc(-c2ccccc2)[nH]1
  86, 106, 98, 100, 111, 110, 104, 95
CCCCCCCCNc1cccc2c1C(=O)c1ccccc1C2=O
  92, 105, 108, 98, 105, 103, 98, 104
Cc1ccc(-c2nc3c(c(-c4ccccc4)nn3-c3ccccc3)c(-c3ccc(O)cc3)c2C#N)cc1
  39, 104, 93, 54, 83, 82, 38, 19
CCN(CC)c1ccc(C2CC(c3cc(OC)c(OC)c(OC)c3)=NN2)cc1 (stereo not given)
  36, 41, 5.9*, 47, 18, 37, 78, 24
CS(=O)(=O)c1nccc(-c2c(-c3cccc(OS(N)(=O)=O)c3)nc3sccn23)n1
  103, 108, ., 96, 108, 102, 121, 91
CCC(O)c1ccccc1 (stereo not given)
  91&99, 108&106, 105&121, 96&98, 108&109, 107&103, 111&113, 106&95
CC(=O)c1c[nH]c2c(C)c([N+](=O)[O-])ccc12
  77, 101, 105, 99, 111, 101, 105, 106
O=Cc1c[nH]c2ccccc12
  88, 96, 115, 92, 110, 92, 96, 100
O=C1NC(c2ccc(Cl)cc2)N=C2C(c3ccc(Cl)cc3)=NOC12 (stereo not given)
  80, 106, 105, 92, 103, 106, 98, 97
CC[C@]12C=CCN3CC[C@@]4(c5ccc(OC)cc5N(C)[C@H]4[C@@](O)(C(=O)OC)[C@@H]1OC(=O)CCCC[P+](c1ccc(F)cc1)(c1ccc(F)cc1)c1ccc(F)cc1)[C@@H]32
  86, 50, 41, 11, -43*, 33, 70, 87
Cc1cccc2c(Cn3cc(Cn4cnc5c4c(=O)n(C)c(=O)n5C)nn3)cc(=O)[nH]c12
  90, 105, ., 97, 101, 100, 118, 100
N#CNC(=S)S
  93, 120, 109, 106, 112, 116, 105, 110
Clc1ccc2c(NCCCn3ccnc3)c3oc4ccccc4c3nc2c1
  36, 38, 104, 33, 33, 55, ., -9.9*
Cc1nc2ccccc2c(/C=C/c2cccs2)c1C(=O)c1ccccc1
  68, 96, 96, 86, 78, 88, 105, 94
CC(C)(C)c1ccc(OCCCCCCN2CCNCC2)cc1
  73, 82, 86, ., 81, 72, 91, -51*
